# GPT2 inh = GPT2 alanine aminotransferase inhibition. 100,000 tested, 0.25% active. Potency, µM (doses to about 57.7 µM), for the others: top-dose activity change, negative = inhibition, usual class: inhibitors. Q8TD30. Recombinant GPT2, coupled pyruvate oxidase/HRP Amplex Red fluorescence; note: potency is the fitted concentration of half-maximal effect; nearly all actives have a fitted effect of over 60% in size; many of its hits are not listed in these tables
# Target sequence (Q8TD30 whole entry, looked up): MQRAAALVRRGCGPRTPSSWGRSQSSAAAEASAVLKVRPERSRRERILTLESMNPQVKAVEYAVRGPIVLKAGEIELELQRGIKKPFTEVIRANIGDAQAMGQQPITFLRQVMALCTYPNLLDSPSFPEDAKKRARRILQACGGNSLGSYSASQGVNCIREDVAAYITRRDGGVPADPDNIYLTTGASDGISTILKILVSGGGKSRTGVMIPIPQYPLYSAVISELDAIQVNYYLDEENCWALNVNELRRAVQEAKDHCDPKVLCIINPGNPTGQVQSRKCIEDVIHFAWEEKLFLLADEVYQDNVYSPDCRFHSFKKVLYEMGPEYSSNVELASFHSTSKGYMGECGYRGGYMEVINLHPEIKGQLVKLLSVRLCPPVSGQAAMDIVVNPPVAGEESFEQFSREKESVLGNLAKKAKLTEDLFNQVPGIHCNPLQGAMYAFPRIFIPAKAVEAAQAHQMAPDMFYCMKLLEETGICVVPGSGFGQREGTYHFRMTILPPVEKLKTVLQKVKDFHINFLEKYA
#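 Fluorescence read-out: pyruvate from GPT2 turnover coupled to pyruvate oxidase, HRP and Amplex Red (0.2mM ThPP, 0.2U/mL PO and HRP, 50uM Amplex final). Substrates 250uM a-KG, 2mM L-alanine; enzyme 10ng/uL; 30 min RT.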
# HEK293 tox = HEK 293 cell cytotoxicity | 94,000 tested, 6.6% active | AID 1345083 | HEK 293 viability, ATP luminescence (CellTiter-Glo), 48-72 h | Potency, µM (highest dose often 115 µM), for the others: at the highest dose activity change, negative = cytotoxicity, hits mostly inhibitors; note: potency is the fitted concentration of half-maximal effect; nearly all actives have a fitted effect of over 60% in size
#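 HEK 293 cells at 250 cells/well were exposed to compounds by pintool transfer for 48 or 72 hr at 37 degree Celsius, 5% CO2. Viability was read as ATP-coupled luminescence with CellTiter-Glo after 10 min at room temperature.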
# Luciferase inh = blocks purified firefly luciferase enzyme activity; Potency, µM (top dose mostly 115 µM), without a hit: at the top dose activity change, negative = inhibition, most hits filed as inhibitors; P08659; 76,000 tested, 2.5% active; AID 1347043; purified P. pyralis luciferase, luminescence, biochemical; note: potency is the fitted concentration of half-maximal effect; nearly all actives have a fitted effect of over 65% in size
#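 Purified 10nM P. pyralis luciferase with 10uM D-luciferin and 10uM ATP in 50mM Tris acetate pH 7.5, 10mM Mg acetate, 0.01% Tween-20, 0.05% BSA. qHTS titration; luminescence read by CCD imager.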
# HEK293 viab = cell viability loss counter-screen. HEK-293-SNCA-luc viability, GF-AFC fluorescence, 24 h. Potency, µM (doses to about 57.1 µM), for the others: at the highest dose activity change, negative = cytotoxicity, actives largely listed as cytotoxic. 150,000 tested, 0.12% active. AID 1671193;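 note: potency is the fitted concentration of half-maximal effect; 0% = DMSO-treated cells and -100% = medium-only wells without cells; nearly all actives have a fitted effect of over 30% in size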
#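 HEK-293-SNCA-luc cells (1500/well) plated 24 h, then exposed 24 h to a dilution series; GF-AFC added 30 min at 37C, fluorescence 405/540 nm; normalised to medium-only and DMSO wells, Hill fit.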
# IP6K1 inhibitor = IP6K1 kinase inhibition. IP6K1 kinase, ADP-Glo luminescence, 2 h; hits give low values. AID 1645851. Q92551. 140,000 tested, 0.81% active. activity change, % (series mostly up to about 58 µM); in the data active = activity change below about -25%
# Target sequence (Q92551 whole entry, looked up): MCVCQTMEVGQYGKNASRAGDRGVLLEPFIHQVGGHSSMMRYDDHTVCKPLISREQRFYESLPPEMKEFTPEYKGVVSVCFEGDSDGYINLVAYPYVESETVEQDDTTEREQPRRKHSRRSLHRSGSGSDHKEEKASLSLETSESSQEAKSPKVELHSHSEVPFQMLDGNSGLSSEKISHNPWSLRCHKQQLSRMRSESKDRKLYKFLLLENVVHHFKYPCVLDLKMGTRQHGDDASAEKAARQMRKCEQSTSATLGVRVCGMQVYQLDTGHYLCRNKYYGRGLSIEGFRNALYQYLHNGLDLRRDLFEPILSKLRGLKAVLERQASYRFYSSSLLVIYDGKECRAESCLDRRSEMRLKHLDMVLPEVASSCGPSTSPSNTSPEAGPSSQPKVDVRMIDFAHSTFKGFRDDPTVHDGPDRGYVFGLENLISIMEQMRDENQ
#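 ADP-Glo luminescence measures ADP made by human IP6K1 during a 2 h RT reaction with ATP/IP6 (mix at 1.3 mM/130 uM); top library doses 57.5 and 19.1 uM final.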
# NIH3T3 tox = NIH 3T3 cell cytotoxicity; NIH 3T3 viability, CellTiter-Glo ATP luminescence, 48-72 h; 94,000 tested, 4.3% active; Potency, µM (titrated, usually from 96.7 µM), for the others: at the highest dose activity change, negative = cytotoxicity, actives largely listed as inhibitors; note: potency is the fitted concentration of half-maximal effect; nearly all actives have a fitted effect of over 55% in size
#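 Cells were seeded at 400 per well, treated with pin-transferred compound, and kept 48 or 72 hr at 37 °C before CellTiter-Glo addition and luminescence imaging of cellular ATP.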
# SNCA expr inhib = SNCA gene expression inhibition | HEK-293 SNCA-luciferase knock-in, luminescence, 24 h | Potency, µM (titrated, usually from 57.2 µM), for the others: at the top dose activity change, negative = inhibition, actives largely listed as inhibitors | 140,000 tested, 0.17% active | AID 1671194;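 note: potency is the fitted concentration of half-maximal effect; plate controls were DMSO cells for no effect and cell-free wells for full effect; nearly all actives have a fitted effect of over 45% in size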
# Active calls of the source: *; i = inactive; ? = inconclusive; · = not tested or not shown; & = joins results of further samples; [ ] = remark or other dose. Unless noted, calls come from the whole dose curve; as a rule, active = well fitted curve in the direction sought with a large enough effect; inconclusive = small, poorly fitted or top-dose-only effect, or another doubt; inactive = no such curve, though single readings can be large; an effect the other way counts as inactive or inconclusive. Unless noted, % is set by controls: 0 for no effect and ±100 for the full control effect. An excerpt; count on the stated rates, not on these rows.
# Every second line gives: NIH3T3 tox	Luciferase inh	HEK293 tox	SNCA expr inhib	IP6K1 inhibitor	HEK293 viab	GPT2 inh
Clc1ccc(CSc2nncn3c2cc2occc23)cc1
    ·	·	·	38%[activator]	0	-16%	·
O=C(N[C@H]1CCN2C(=O)N(c3ccc(F)c(Cl)c3)C(=O)[C@@H]2C1)c1cccs1
    -11%[174 µM]	0%[172 µM]	-11%[172 µM]	27%[87.6 µM]	4	-6%[87.6 µM]	-22%[88.5 µM]
Cn1ncc2c(C(=O)NCCc3ccc(Cl)cc3)cc(-c3ccc(Cl)cc3)nc21
    ?	·	-18%&-25%	?	2&-17	-9%&-3%	-13%
O=C(NCC1Cn2cccc2CN1Cc1ccccc1)c1ccccn1 (stereo not given)
    -23%	·	-13%	-17%	-8	5%	i
CCCn1c(C)c(CC(=O)N(C)Cc2nnc(C)o2)c2c1CC(C)(C)CC2=O
    -17%	-7%	-11%	-5%	4	-10%	?
CCOc1ccc(CNC(=O)CN2C(=O)CSc3ccc(S(=O)(=O)N4CCOCC4)cc32)cc1OC
    ·	·	·	32%[activator]	14	-11%	·
Cc1ccc(S(=O)(=O)c2nnn3c2nc(NC2CCCCC2)c2sccc23)cc1
    ·	·	·	11%	-12	3%	·
C[C@]1(CO)[C@H]2Cc3sc(NC(=O)c4ccco4)nc3[C@@H](CC(=O)NCc3cccnc3)[C@]2(C)CC[C@H]1O
    -21%	1%	-23%	-17%	-1	-7%	5%
CC(=O)N1CCC2(CC1)OC(=O)N(Cc1ccc(O)cc1)C2(C)c1ccccc1 (stereo not given)
    ?	-5%[172 µM]	-6%[172 µM]	-9%[87.6 µM]	-11	0%[87.6 µM]	-5%[88.5 µM]
COCCOCC(=O)NCCc1noc(-c2ccccc2)n1
    4%	-5%	-5%	4%	26	-3%	i
Cc1ccc(C)c(Cn2nnc(C(=O)NCc3ccc(Cl)cc3Cl)c2N)c1
    ·	·	·	-5%	-16	8%	·
CSc1ccc(CNC(=O)c2ccc3c(c2)N(C)C(=O)C2CCCCN32)cc1 (stereo not given)
    ·	·	·	43%[activator]	14	14%	·
Cc1ccc(-n2nnnc2CNC(=O)c2ccccc2S(C)(=O)=O)cc1C
    ·	·	·	18%	39	10%	·
COc1ccc(CN2CCOc3nc(-c4ccc(O)c(F)c4)ncc3C2=O)cc1
    ?	?	?	-20%[87.6 µM]	9	4%[87.6 µM]	-2%[88.5 µM]
CC(C)=CCCC1(C)C=Cc2c(c(C)cc3c2[nH]c2ccccc23)O1 (stereo not given)
    ·	·	·	·	22	-12%	i
COc1cc(CNC(=O)c2c(C)noc2-c2cc(OC)c(OC)c(OC)c2)cc(OC)c1
    ?	-2%	?	3%	-10	9%	1%
Cc1ccc2nc3n(c2c1)[C@@H](CNCc1ccc(C(=O)O)cc1)COC3
    -18%[138 µM]	-9%[172 µM]	-12%[172 µM]	-17%[87.6 µM]	8	6%[87.6 µM]	1%[88.5 µM]
COCCN1CCC(CN(Cc2ccncc2)C(=O)c2cnccn2)CC1
    -9%	0%	-11%	20%	-8	-3%	-5%
Cn1c(=O)[nH]c2cc(-c3noc(-c4cccc(Cl)c4)n3)ccc21
    ·	·	·	-1%	-3	1%	·
COc1ccc(CNC(=O)N2CCC(C3CCN(S(C)(=O)=O)CC3)C2)cc1 (stereo not given)
    -1%	-8%	-4%	4%	12	3%[12.5 µM]	i

# Filtered by structure: the entries above with a furan ring, fused or not.
# Every second line gives: NIH3T3 tox	Luciferase inh	HEK293 tox	SNCA expr inhib	IP6K1 inhibitor	HEK293 viab	GPT2 inh
Clc1ccc(CSc2nncn3c2cc2occc23)cc1
    ·	·	·	38%[activator]	0	-16%	·
C[C@]1(CO)[C@H]2Cc3sc(NC(=O)c4ccco4)nc3[C@@H](CC(=O)NCc3cccnc3)[C@]2(C)CC[C@H]1O
    -21%	1%	-23%	-17%	-1	-7%	5%

# Additional records follow:
# Every second line gives: NIH3T3 tox	Luciferase inh	HEK293 tox	SNCA expr inhib	IP6K1 inhibitor	HEK293 viab	GPT2 inh
Cc1cccc(NC(=O)N2CCc3c(c4ccccc4n3C)C2)c1C
    ?	0%	?	-6%	-7	-4%	i
O=C1CC2CCN(C(=O)c3ccc(F)cc3)CC2CCN1 (stereo not given)
    3%[138 µM]	·	i	-6%[87.6 µM]	-10	-3%[87.6 µM]	4%[88.5 µM]
Cc1nnc(NC(=O)c2ccccc2)s1
    ·	·	·	34%[activator]	3	-2%	·
Cc1nc(CNC(=O)CCN2Cc3ccccc3OC(c3ccccc3F)C2)cs1 (stereo not given)
    -5%	-3%	-7%	-5%	3	6%	i
Cc1oc(C(O)c2ccccc2)nc1C(=O)Nc1ccc2[nH]c(=O)oc2c1 (stereo not given)
    -19%[138 µM]	-6%[172 µM]	?	-17%[87.6 µM]	-9	-1%[87.6 µM]	5%[88.5 µM]
CCC1(N2CCN(S(=O)(=O)c3cccs3)CC2)CCN(S(C)(=O)=O)C1 (stereo not given)
    ?	-1%	?	-3%	-1	0%	-3%
Cc1ccccc1CN1CCn2c1nc1c(c2=O)CN(Cc2ccccc2)CC1
    ·	·	·	·	5	-9%	i
CCOc1ccccc1C1C(C(=O)Nc2ccccc2)=C(C)Nc2nc(-c3ccccc3)nn21 (stereo not given)
    ·	·	·	30%	31	4%	·
COc1ccc(NC(=O)C2CCC(CNS(=O)(=O)c3ccc(Br)s3)CC2)cc1OC (stereo not given)
    ·	·	·	1%	37	-23%	·
COc1ccc(-c2nc(C)nc3c2CN(C(=O)c2ccccc2)CC3)cc1
    -30%	5%	-14%	?	6	-6%	i
COc1ccccc1N1CCN(S(=O)(=O)c2ccc(-c3ccno3)cc2OC)CC1
    ·	·	·	8%	-15	-5%	·
O=C(C1CN(c2ccccc2)C(=O)N1)N1CCN(Cc2ccccc2)CC1 (stereo not given)
    ?	-6%	45µM*	24%	1	-1%	i
C[C@H](C(=O)NCCN1CCOCC1)C1CC[C@@]2(C)Cc3sc(CSc4ccccc4)nc3[C@@H](C)[C@@H]2[C@H]1O (stereo not given in full)
    ?	11µM*	40µM*	20%	-1	2%	5%
CCn1cc(CN2CCCC(CNC(=O)c3cccc(OC)c3OC)C2)cn1 (stereo not given)
    ?	0%	-6%	-11%	-6	13%	i
CCn1cc(S(=O)(=O)N2CCC3(CCCN(CC4CC4)C3=O)C2)cn1 (stereo not given)
    2%	-6%	0%	-8%	2	-4%	-18%
COc1ccc(C2Cn3nnc(-c4noc(C5CC5)n4)c3CO2)cc1 (stereo not given)
    ?	10%	-9%	-1%	23	2%	i
O=Cc1cccc(-c2cc(F)cc(F)c2)c1
    -19%[174 µM]	·	-1%[230 µM]	25%[87.6 µM]	-6	0%[87.6 µM]	i
O=C1NCCOCCN(S(=O)(=O)c2ccccc2)[C@@H]2CCCC[C@H]12
    -10%	4%	4%	-4%	2	-16%	2%
O=C(Nc1ccc(C(F)(F)F)cc1)C1CCC(CNS(=O)(=O)c2cccc3nsnc23)CC1 (stereo not given)
    ·	·	·	28%	-25	6%	·
CCCN(C)c1nccnc1OC1CCN(C(=O)CC(C)C)C1 (stereo not given)
    -27%	18µM*	?	168%[activator]	41	4%	i
COc1ccccc1-c1cc(NCc2cccnc2)c2onc(C)c2n1
    ?	0%[172 µM]	?	?	-12	-2%[87.6 µM]	0%[88.5 µM]
Cc1ccc(CNC(=O)C2CCN(S(=O)(=O)c3ccc4[nH]c(=O)ccc4c3)CC2)cc1
    ·	·	·	-1%	-16	-4%	·
CC(C(=O)NC1CC1)[C@@H]1CC[C@@]2(C)CC[C@H](NC(=O)C3CC3)[C@@H](C)[C@@H]2[C@H]1O (stereo not given in full)
    i	5%[172 µM]	1%[172 µM]	9%[87.6 µM]	-2	-1%[87.6 µM]	-1%[88.5 µM]
Cc1ccncc1C(=O)N1CCC(N2C(=O)C3(CCCC3)C2c2ccccc2)CC1 (stereo not given)
    -27%	·	-17%	8%	-1	13%	-9%
COCc1cc(C)nc2sc(C(=O)Nc3ccc(OC(F)(F)F)cc3)c(N)c12
    ·	·	·	?	-16	3%	·
O=C(CN1C(=O)NC2(CCCCC2)C1=O)Nc1ccc(Br)cc1F
    ?	0%	?	12%	36	8%	i
CC[C@H]1CN(C(=O)N2CCOCC2)CC[C@H]1CC(=O)N1CCOCC1
    -7%[174 µM]	-7%[172 µM]	3%[172 µM]	0%[87.6 µM]	-1	6%[87.6 µM]	i
CCN(CC)c1ccc(NC(=O)CCc2nc3cccnc3n2Cc2cccs2)c(C)c1
    ·	·	·	0%	14	-10%	·
COc1ccc(C2CC(=O)c3cc(-c4nc(-c5ccc(Cl)cc5)c(C)s4)c(=O)[nH]c3C2)cc1 (stereo not given)
    ·	·	·	-6%	2	10%	·
COCCNC(=O)C1CCCN1Cc1ccc(-c2cncnc2)cc1 (stereo not given)
    -13%	·	-3%	1%	5	-2%	4%
C=C1[C@H]2CCC3[C@]4(C)CCC[C@@](C)(C(=O)O)C4CC[C@]3(C2)[C@H]1OC(C)=O (stereo not given in full)
    ·	·	·	·	0	-14%	4%[27.3 µM]
CC(C)C1=NOC2(CCCN(C(=O)c3ccccc3)C2)C1 (stereo not given)
    3%[138 µM]	·	2%[172 µM]	1%[87.6 µM]	-1	-1%[87.6 µM]	-4%[88.5 µM]
CCN1C(=O)c2ccccc2Sc2ccc(NC(=O)Nc3cc(C)cc(C)c3)cc21
    ·	·	·	?	-14	-14%	·
CCn1nc(C(=O)N2CCCC3(CN(C)C(=O)O3)C2)cc1C (stereo not given)
    i	-6%	i	-11%	-10	0%	-1%
COc1ccc(-c2cc(C)nc3c(-c4ccc(OC)c(OC)c4)c(C)nn23)cc1
    ·	·	·	13%	-4	3%	·
CCOc1ccccc1NC(=O)N1CCN(Cc2cc(=O)n3nc(-c4ccc(C)cc4)sc3n2)CC1
    ·	·	·	7%	-3	-4%	·
Brc1ccc(-c2ccc(CNCCSc3nnnn3-c3ccccc3)o2)cc1
    ·	·	·	19%	-21	20%	·
CCOC(=O)c1c(C)oc2nc(C)nc(NCC3CCN(Cc4cccc(Cl)c4)CC3)c12
    ·	·	·	26%	-1	-8%	·
COc1cc2c(cc1OC)C(C[C@H]1CN(C(=O)c3cccn3C)CC[C@H]1CC(=O)O)=NCC2
    -1%	-5%	3%	-27%	2	8%	-10%
Cc1cc(=O)n(Cc2ccccc2Cl)c2c1c(C)nn2-c1ccccc1
    ·	·	·	0%	6	10%	·
COc1ccccc1C(=O)NCCc1csc(-c2ccc(C(F)(F)F)cc2)n1
    ·	·	·	-7%	1	14%	·
C[C@]12CCC3=C4CCC(=O)C=C4CC[C@@H]3[C@H]1CC[C@@]2(O)CC#N
    ·	·	·	-18%	·	-4%	?
COCCN1C(=O)CS(=O)C12CCN(C(=O)NC1CCCC1)CC2 (stereo not given)
    0%	0%	i	0%	1	2%	i
COC(=O)Cn1c(SCCOc2ccccc2OC)nc2ccccc21
    ·	·	·	37%[activator]	14	3%	·

# High-throughput results as filed in PubChem BioAssay.
